From PubChem BioAssay
TCR activator: T cell receptor activation | AID 504894 | primary human leukocytes, anti-CD3, IL-2 HTRF, 48 h | 330,000 tested, under 10 active | Potency, µM (doses to about 9.22 µM), for the others: at the highest dose activation of IL-2 secretion, usual class: activators; further: % of control where 0% means no effect
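Primary human leukocytes receive a-CD3 beads and test compound and are incubated 48 hr. Secreted IL-2 is then assayed by HTRF, measuring 665nm acceptor emission after 320nm excitation of the europium donor.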
TSHR antag: antagonists of human thyroid stimulating hormone receptor. TSHR-expressing cells, TSH-stimulated cAMP HTRF, 2 h; stronger effect = lower value. activity change, negative = inhibition, % at 11.5 µM. AID 504810. actives 0.2% (n = 330,000);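 active means activity change below a set negative limit, meaning inhibition stronger than a set level, cut at about -70% in these data; inconclusive means activity change between two set negative limits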; further: on the % scale 0 is the no-effect control and ±100 the full control effect
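TSHR-expressing cells were treated with compounds, then stimulated with TSH at EC80 (4nM final) for 2 hours at 37 deg C. Cellular cAMP was measured by HTRF competition between lysate cAMP and cAMP-d2 for a cryptate-labelled anti-cAMP antibody.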
B2AR arrestin: agonists driving beta-arrestin recruitment to human beta2-adrenergic receptor; P07550; actives 0.02% (n = 330,000); beta-arrestin recruitment to beta2AR, cell-based reporter; AID 492947; Potency, µM (titrated, usually from 46.1 µM), for the others: at the highest dose activation, most hits filed as activators;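 further: potency means the concentration at half of the fitted maximal effect; 0% = DMSO controls and full agonism = EC100 isoproterenol or metaproterenol; nearly all actives have a fitted effect of over 65% in size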
Target sequence (P07550 whole entry, looked up): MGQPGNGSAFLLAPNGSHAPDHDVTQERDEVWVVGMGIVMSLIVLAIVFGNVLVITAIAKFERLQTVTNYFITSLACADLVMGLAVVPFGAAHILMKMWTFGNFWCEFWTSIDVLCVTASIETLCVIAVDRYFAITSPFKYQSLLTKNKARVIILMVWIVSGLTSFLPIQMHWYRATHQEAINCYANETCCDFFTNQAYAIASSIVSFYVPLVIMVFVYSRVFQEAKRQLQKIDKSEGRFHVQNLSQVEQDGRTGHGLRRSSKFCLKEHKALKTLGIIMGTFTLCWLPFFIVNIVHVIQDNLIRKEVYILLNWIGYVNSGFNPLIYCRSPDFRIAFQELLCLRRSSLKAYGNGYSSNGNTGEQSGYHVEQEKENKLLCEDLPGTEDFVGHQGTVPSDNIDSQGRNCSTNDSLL
uPA generation: inhibitors of cell surface uPA generation; cell surface uPA generation assay, qHTS; Potency, µM (doses to about 38.3 µM), for inactives: at the highest dose activity change, negative = inhibition, actives largely listed as inhibitors; actives 0.31% (n = 330,000); active means well fitted inhibition curve with a large enough effect; inconclusive means small, poorly fitted or top-dose-only effect; inactive means no such curve, though single readings can be large or run the other way; tested in mouse RAW 264.7 cells; further: potency means the concentration at half of the fitted maximal effect; on the % scale 0 is the no-effect control and ±100 the full control effect; nearly all actives have a fitted effect of over 55% in size
Tb PFK block: T. brucei PFK enzyme inhibition; O15648; T. brucei PFK, ADP-Glo luminescence; Potency, µM (highest dose often 57.5 µM), for inactives: at the highest dose activity, negative = inhibition, actives largely listed as inhibitors; actives 0.17% (n = 330,000); AID 485367;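 further: potency means the concentration at half of the fitted maximal effect; 0% = uninhibited 1x PFK enzyme wells and -100% = no-enzyme wells; nearly all actives have a fitted effect of over 60% in size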
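PFK 1.25 nM, F6P 0.5 mM, ATP 0.1 mM, 0.1 M TEA pH 8.0, 5 mM MgCl2, 0.01% Tween20, 0.1% BSA; 45 min RT. ADP-Glo readout. qHTS titration up to 57 uM; curves fitted, compounds curve-classed.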
Chronic BCR inh: chronic active BCR signaling inhibition | actives 0.05% (n = 340,000) | AID 493014 | ABC-DLBCL IkBa-CBG/CBR reporter, luminescence ratio, 4 h | Potency, µM (doses to about 46.1 µM), for the others: top-dose ratio change, negative = lower green/red ratio, most hits filed as inhibitors; active means well fitted inhibition curve with a large enough effect in the signal ratio, with a control signal flat, not every such curve was filed as active; inconclusive means small, poorly fitted or top-dose-only effect, or effect the other way, or a change in a side signal; the % refers to the signal ratio;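 further: potency means the concentration at half of the fitted maximal effect; plate controls were basal doxycycline-induced cells for no effect and cells given 10 µM MG132 for full effect; MG132 reads +100%, hits lower the ratio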
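Compounds up to 46 uM were incubated four hours with TMD8 cells whose green CBG68 luciferase is fused to IkappaBalpha; red CBR luminescence normalised the signal, and concentration-effect curves were fitted to fusion, red and ratio data.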
TSG101-PTAP inh: blocks PTAP/TSG101 interaction to inhibit HIV-1 budding; Q99816; AID 493005; Potency, µM (series often up to 115 µM), without a hit: at the top dose activity change, negative = inhibition, hits mostly inhibitors; Fluorescence polarization, FITC-PTAP peptide / Tsg101 binding; 340,000 tested, under 10 active; active means well fitted inhibition curve with a large enough effect in the main read-out, with a control signal flat, not every such curve was filed as active; inconclusive means small, poorly fitted or top-dose-only effect, or effect the other way, or a change in a side signal; inactive means no such curve, though single readings can be large or run the other way; further: potency means the concentration at half of the fitted maximal effect; % of control where 0% means no effect
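FP read-out: FITC-PTAP peptide, 50 nM final, binding Tsg101 binding domain, 10 uM final; 20 min, r.t.; 10 mM HEPES pH 7.5, 0.15 M NaCl, 0.01% Tween 20, 3 mM EDTA, 0.1 mM TCEP.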
Eya2 inh: inhibitors of human Eya2 phosphatase activity. O00167. recombinant Eya2, OMFP fluorescence dephosphorylation (OMFP is methylfluorescein phosphate). Potency, µM (highest dose often 76.9 µM), without a hit: top-dose activity, negative = inhibition, most hits filed as inhibitors. actives 0.006% (n = 330,000). AID 488837; further: potency means the concentration at half of the fitted maximal effect; on the % scale 0 is the no-effect control and ±100 the full control effect
Target sequence (O00167 whole entry, looked up): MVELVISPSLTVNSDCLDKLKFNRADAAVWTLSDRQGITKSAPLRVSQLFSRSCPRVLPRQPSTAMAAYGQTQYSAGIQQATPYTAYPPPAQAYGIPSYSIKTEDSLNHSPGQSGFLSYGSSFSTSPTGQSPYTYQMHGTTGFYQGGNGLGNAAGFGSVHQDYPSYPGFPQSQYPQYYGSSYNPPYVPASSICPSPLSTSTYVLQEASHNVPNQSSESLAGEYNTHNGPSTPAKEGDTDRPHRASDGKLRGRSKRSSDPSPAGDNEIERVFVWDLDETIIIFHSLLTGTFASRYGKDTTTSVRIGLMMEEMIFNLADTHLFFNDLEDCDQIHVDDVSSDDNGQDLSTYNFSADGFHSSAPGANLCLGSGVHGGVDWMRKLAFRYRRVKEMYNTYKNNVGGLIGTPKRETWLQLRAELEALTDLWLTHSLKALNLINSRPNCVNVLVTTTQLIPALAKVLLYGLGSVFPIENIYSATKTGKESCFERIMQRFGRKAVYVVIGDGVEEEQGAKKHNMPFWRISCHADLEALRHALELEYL
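Eya2 (0.2 uM) preincubated 10 min at ambient with compound, then OMFP substrate added at 50 uM; 10 min reaction in 50 mM HEPES pH 7.5, 50 mM NaCl, 5 uM MgCl2, 0.05% BSA, 1 mM DTT. Fluorescence read at Ex 485/Em 525 nm.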
ELG1 DNA repair: ELG1-dependent DNA repair inhibition | HEK293T ELG1-luciferase reporter, luminescence, 16 h; DNA damage induced by 5-fluorouridine | Potency, µM (titrated, usually from 46.1 µM), for the others: at the highest dose activity change, negative = inhibition, hits mostly inhibitors | actives 2.3% (n = 330,000) | AID 504467; further: potency means the concentration at half of the fitted maximal effect; on the % scale 0 is the no-effect control and ±100 the full control effect; nearly all actives have a fitted effect of over 55% in size
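Cells (2,000 per well) received 5-fluorouridine plus test compound or DMSO and were incubated 16 hr at 37 °C, 5% CO2. Luciferase activity was read by luminescence 30 min after ONE-Glo addition; signal suppression marked inhibition of damage-induced ELG1 function.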
USP2a inh: blocks human ubiquitin-specific protease USP2a; USP2 core, Ub-CHOP2 coupled fluorogenic reporter, 485/531; Potency, µM (highest dose often 38.3 µM), without a hit: top-dose activity change, negative = inhibition, most hits filed as inhibitors; actives 0.01% (n = 330,000); AID 463254;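 further: potency means the concentration at half of the fitted maximal effect; plate controls were DMSO wells for no effect and full inhibition by NEM control for full effect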
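Cell-free coupled assay: 10nM USP2 core preincubated 30min RT with compound in Tris-HCl pH 8.0/CaCl2/CHAPS buffer, then 25nM Ub-CHOP2 and 25nM reporter substrate; fluorescence (Ex 485/Em 531) read after 60min RT, normalized to NEM inhibition, concentration-response curves fitted.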
Mito fusion yeast: blocks mitochondrial division or promotes mitochondrial fusion; S. cerevisiae fusion-defective mutant growth rescue, CellTiterGlo 48 h; Potency, µM (series often up to 46.1 µM), without a hit: at the highest dose growth rescue (activation), most hits filed as activators; actives 0.23% (n = 320,000); AID 485298;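 further: potency means the concentration at half of the fitted maximal effect; % of control where 0% means no effect; nearly all actives have a fitted effect of over 45% in size; temperature-sensitive fusion mutants such as fzo1-1 at 37 °C on non-fermentable ethanol glycerol medium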
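Temperature-sensitive fusion-defective S. cerevisiae (e.g. fzo1-1, mgm1-5) were grown with compound in YPEG medium (3% ethanol, 3% glycerol) for 48 hours at 37C. Growth rescue was measured as viability by CellTiterGlo luminescence after 10 minutes at ambient.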
Starred values were filed as active, the others as inactive; ? = inconclusive; . = no result given; [ ] = another dose, or the depositor's remark. Unless noted, the call rests on the fitted dose curve; in most records, active means well fitted curve in the direction sought with a large enough effect; inconclusive means small, poorly fitted or top-dose-only effect, or another doubt; inactive means no such curve, though single readings can be large; an effect the other way counts as inactive or inconclusive. A portion of the library; count on the stated rates, not on these rows.

SMILES	TCR activator	TSHR antag	B2AR arrestin	uPA generation	Tb PFK block	Chronic BCR inh	TSG101-PTAP inh	Eya2 inh	ELG1 DNA repair	USP2a inh	Mito fusion yeast
N/C(=N\[N+](=O)[O-])N1CCN(C(=O)Oc2ccccc2)CC1	14%	0	0.5%	2%	1%	2%	-7%	7%	-2%	4%	-12%
CN(C)S(=O)(=O)c1cc(C(=O)N2CCC(C(=O)O)(c3ccccc3)CC2)ccc1Cl	-1%	-5	-0.2%	6%	-1%	-2%	1%	-20%	-6%	-3%	-1%
c1ccc2oc(N3CCNCC3)nc2c1	-4%	2	0.4%	-5%	-5%	-1%	-1%	-5%[15.4 µM]	-1%	-1%	0%
Cc1[nH]c(=S)c(C#N)c2c1CCCC2	.	7	-0.2%	-3%	?	-24%	-1%	-5%	-10%	-1%	-3%
COc1ccc(C(=O)C23CN4CN(CN(C4)C2)C3)cc1	.	-14	0.0%	1%	2%	-9%	1%	6%	-7%	7%	-6%
O=C1NC(=O)C(=Cc2cc([N+](=O)[O-])ccc2N2CCCCC2)C(=O)N1	3%	-9	0.0%	1%	0%	-16%	0%	9%	-1%	0%	-10%
c1cc2c(cc1[C@H]1OCC3C1CO[C@@H]3c1ccc3c(c1)OCO3)OCO2 (stereo partly specified)	4%	19	-0.7%	24%	1%	?	-1%	-4%	?	1%	.
OC(c1ccccc1)(c1ccc(Cl)cc1)C1CN2CCC1CC2 (stereo unspecified)	-7%	29	-0.2%	-8%	-2%	?	1%	9%	0%	1%	-8%
Cc1oc(-c2ccccc2)nc1CN1C(=O)C(C)N=C(c2ccccc2F)c2cc(Cl)ccc21 (stereo unspecified)	-3%	-6	-0.1%	2%	-1%	3%	0%	3%	13%	2%	25%
Cc1ncc(CN2CCCC(C(=O)c3ccc(C(C)(C)C)cc3)C2)s1 (stereo unspecified)	-15%	0	-0.6%	?	0%	7%	-1%	-10%	0%	4%	?
c1ccc(C2CC3CC4(CCCC4)N2O3)cc1 (stereo unspecified)	1%	4	0.2%	12%	0%	2%	3%	12%	-5%	-1%	0%
Cc1ccccc1OP(N)(=O)Oc1ccccc1C	3%	-2	-0.2%	-6%	-6%	-11%	0%	6%	-16%	1%	-1%
O=C(/C=C/c1ccco1)NCc1ccco1	7%	-6	0.1%	-3%	?	-11%	-2%	-10%	-8%	0%	6%
CC(C)(C)c1cc([N+](=O)[O-])cc(C(C)(C)C)c1O	-5%	-30	0.3%	7.9µM*	-14%	10%	-3%	-6%	?	-6%	-3%
CN(C)C(=O)Oc1cccc(OCc2n(C)c3ccccc3[n+]2C)c1	-4%[46.1 µM]	2	-0.5%	-3%	-2%	3%	-1%	6%	-1%	-1%	0%

Continued; it opens with the 2 that closed the last part.
SMILES	TCR activator	TSHR antag	B2AR arrestin	uPA generation	Tb PFK block	Chronic BCR inh	TSG101-PTAP inh	Eya2 inh	ELG1 DNA repair	USP2a inh	Mito fusion yeast
CC(C)(C)c1cc([N+](=O)[O-])cc(C(C)(C)C)c1O	-5%	-30	0.3%	7.9µM*	-14%	10%	-3%	-6%	?	-6%	-3%
CN(C)C(=O)Oc1cccc(OCc2n(C)c3ccccc3[n+]2C)c1	-4%[46.1 µM]	2	-0.5%	-3%	-2%	3%	-1%	6%	-1%	-1%	0%
C/C(=N\OC(=O)NC(C)C)c1sc(-c2ccccc2)nc1C	-3%	6	-1.2%	-2%	-4%	-3%	-6%	-2%	?	3%	7%
CCN(CC)C(=O)c1ccc(NC(=S)NC(=O)CCc2ccccc2)cc1	1%	2	-0.6%	-3%	-5%	-2%	-4%	3%	4%	5%	0%
COCCCNC(=O)Cn1cc(/C=C2\C(=O)NC(=O)N(c3ccccc3F)C2=O)c2ccccc21	-1%	10	-0.3%	-11%	?	0%	?	-2%	?	1%	5%
Clc1ccc(CCC(Cn2ccnc2)Sc2c(Cl)cccc2Cl)cc1 (stereo unspecified)	-1%	-4	-0.4%	?	-3%	?	2%	-27%	?	-3%	0.56µM*
COC(=O)C1=C(c2cccc(C#N)c2)C[C@@H]2CC[C@H]1N2C(=O)NCCOc1ccc(OC)cc1	-15%	-21	2.9%	12%	-3%	5%	-1%	1%	16%	0%	-4%
c1ccc(C[n+]2ccccc2)cc1	-2%	6	0.1%	5%	-3%	-4%	-2%	7%	15%	0%	3%
O=c1[nH]c(=S)[nH]c(O)c1CN1CCCCC1	-1%[46.1 µM]	-4	-0.4%	8%	7%	2%	-3%	5%	0%	-1%	-2%
C[C@]12CCC3C(CC[C@H]4C[C@@H](O)CC[C@]34C)C1[C@H]1CN=N[C@H]1[C@@H]2O (stereo partly specified)	1%	-2	-1.2%	10%	0%	?	1%	-8%	-19%	1%	.
COCCO[C@H]1CC[C@@]2(C)C(=CCC3C2CC[C@@]2(C)C3CC[C@]2(C)O)C1 (stereo partly specified)	-2%	-10	3.6%	0%	0%	0%	-1%	-28%	18µM*	-2%	.
COc1ccc(-c2cc(C(=O)NCc3cccnc3)no2)cc1OC	.	-9	-1.0%	-11%	0%	?	.	6%	?	-6%	-8%
COc1ccc2cc1Oc1ccc(cc1)C[C@H]1c3cc(c(OC)cc3CCN1C)Oc1c(OC)c(OC)cc3c1[C@@H](C2)N(C)CC3	-7%	-19	0.0%	-18%	-4%	0%	-5%	-1%	-7%	3%	-8%
C=CCS(=O)(=O)N1CCC(CCOc2ccccc2)(C(=O)OCC)CC1	4%	0	-0.1%	0%	1%	6%	-1%	-12%	?	-13%	13%
CCN1CCN(c2cc(N3CCCC3)c([N+](=O)[O-])cc2F)CC1	-3%[46.1 µM]	-4	-0.9%	3%	-1%	6%	-1%	-9%	-22%	2%	-1%
O=C(CCn1nc(-c2ccc(Cl)cc2)ccc1=O)N1CCC2(CC1)OCCO2	3%	3	-0.3%	0%	6%	-10%	0%	-19%	-4%	0%	-3%
CC(C)C[C@H]1C(=O)N2CCCC2[C@]2(O)O[C@](NC(=O)[C@@H]3C=C4c5cccc6[nH]cc(c56)CC4N(C)C3)(C(C)C)C(=O)N12 (stereo partly specified)	4%	-10	-0.3%	0%	3%	?	?	3%	-5%	?	0%
Clc1ccc(OCC#CCN2CCCCCC2)cc1	0%	-15	0.2%	-5%	-9%	11%	-1%	-6%	16%	0%	-3%
C=CCC1(Nc2ccccc2)CC(C)N(C)CC1C (stereo unspecified)	-1%	-17	0.2%	-21%	0%	9%	-5%	-28%	0%	1%	2%
O=C(Cc1ccccc1)Oc1ccccc1N1C(=O)CCC1=O	-6%	9	0.0%	4%	3%	3%	-5%	17%	6%	0%	-8%
Cc1ccc(S(=O)(=O)NC(CC(=O)N2CCC3(CC2)OCCO3)c2ccco2)cc1 (stereo unspecified)	-6%	10	0.1%	-3%	2%	-3%	-6%	-7%	0%	-1%	4%
C[C@]12C[C@H](O)[C@@H](O)CC1=CCC1C2CC[C@@]2(C)C1CC[C@@H]2O (stereo partly specified)	-3%	29	-1.0%	-1%	0%	1%	-12%	-22%	-24%	-1%	.
Cc1c(C(=O)O)cc(-c2ccccc2)n1Cc1ccccc1	-2%	-20	0.4%	-6%	-10%	?	-6%	-1%	-2%	2%	27%
Cc1ccc(-c2cc(-c3ccc(C)cc3)[n+](-c3ccc(C(=O)O)cc3)c(-c3ccc(C)cc3)c2)cc1	-5%	16	0.0%	-16%	0%	-29%	3%	20%	13%	0%	-2%
COc1ccccc1OCC(=O)Nc1ccc(Cl)cc1C(=O)c1ccccc1	0%	5	-1.3%	.	-4%	?	0%	4%	-17%	2%	?
